FUS suppressor: qHTS for Suppressors of FUS Proteinopathy: Primary screen using FUS-linked yeast assay; AID 1347120, 2019; S. cerevisiae FUS-expressing, growth rescue, OD600, 24 h; 390,000 compounds, 0.24% hits; Potency, µM (highest dose often 76.6 µM), for the others: at the top dose growth rescue (activation), usual class: activators;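 also: potency is read from the fitted curve at half-maximal effect; plate controls were DMSO vehicle for no effect and reference control for full effect; nearly all actives have a fitted effect of over 55% in size; some results filed as inactive show a strong effect at the top dose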
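Yeast FUS proteinopathy model; galactose-induced FUS (2%), starting OD 0.005. Cpds in dilution series, 24hr, 30C, 99% humidity. Abs 600 nm growth. Pos ctrl CP55940 (top 92uM final); neg ctrl DMSO.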
EPAC2 antagonist: qHTS for Antagonist of cAMP-regulated guanine nucleotide exchange factor 2 (EPAC2): primary screen; Rap guanine nucleotide exchange factor 4 (Homo sapiens), Q8WZA2; Potency, µM (series often up to 114 µM), inactives show at the top dose activity, negative = inhibition, usual class: inhibitors; EPAC2 GEF exchange of Rap1B-BODIPY-GDP, fluorescence; 360,000 compounds, 0.18% hits; AID 720708, 2013; also: potency is read from the fitted curve at half-maximal effect; % is scaled to controls: 0 for no effect and ±100 for the full control effect; nearly all actives have a fitted effect of over 45% in size; many of its hits are not listed in these tables
Target sequence (Q8WZA2 whole entry, looked up): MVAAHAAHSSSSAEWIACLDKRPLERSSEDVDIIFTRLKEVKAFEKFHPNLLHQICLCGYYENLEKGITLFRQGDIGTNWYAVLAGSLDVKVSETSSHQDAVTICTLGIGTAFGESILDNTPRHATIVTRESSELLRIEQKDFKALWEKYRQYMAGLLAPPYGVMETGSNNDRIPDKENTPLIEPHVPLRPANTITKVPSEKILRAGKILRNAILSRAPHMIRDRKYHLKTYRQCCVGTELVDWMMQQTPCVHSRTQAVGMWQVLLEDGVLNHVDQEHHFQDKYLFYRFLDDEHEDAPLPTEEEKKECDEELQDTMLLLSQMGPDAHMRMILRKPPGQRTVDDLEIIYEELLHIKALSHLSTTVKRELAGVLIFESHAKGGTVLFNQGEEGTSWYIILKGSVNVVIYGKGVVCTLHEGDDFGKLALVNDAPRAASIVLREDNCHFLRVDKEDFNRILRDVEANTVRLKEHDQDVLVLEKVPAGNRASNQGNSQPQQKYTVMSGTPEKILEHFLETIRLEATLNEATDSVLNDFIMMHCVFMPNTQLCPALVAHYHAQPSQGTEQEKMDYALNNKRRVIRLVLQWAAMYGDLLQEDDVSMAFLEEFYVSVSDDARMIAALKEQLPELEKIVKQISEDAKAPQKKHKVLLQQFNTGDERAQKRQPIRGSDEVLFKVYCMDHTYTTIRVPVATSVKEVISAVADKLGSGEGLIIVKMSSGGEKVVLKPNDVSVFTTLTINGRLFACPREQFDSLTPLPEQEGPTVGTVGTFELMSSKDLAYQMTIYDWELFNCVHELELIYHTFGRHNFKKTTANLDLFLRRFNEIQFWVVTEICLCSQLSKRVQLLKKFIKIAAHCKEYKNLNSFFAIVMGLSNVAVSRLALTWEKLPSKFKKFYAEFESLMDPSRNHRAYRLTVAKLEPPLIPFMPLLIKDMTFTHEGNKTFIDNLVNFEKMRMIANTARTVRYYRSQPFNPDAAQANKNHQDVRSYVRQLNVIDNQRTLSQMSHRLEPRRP
EPAC2 ag: qHTS for Agonist of cAMP-regulated guanine nucleotide exchange factor 4 (EPAC2): primary screen; EPAC2 activation, biochemical qHTS; response scale: 100% = 6.5 mM cAMP response; Potency, µM (series often up to 154 µM), without a hit: at the highest dose activation, most hits filed as activators; AID 720711, 2013; Rap guanine nucleotide exchange factor 4 (Homo sapiens), Q8WZA2; 360,000 compounds, 0.079% hits; also: potency is read from the fitted curve at half-maximal effect; nearly all actives have a fitted effect of over 50% in size
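Fluorescence exchange assay: 100 nM EPAC2 with 250 nM RAP1B-BODIPY-GDP and 50 uM GDP; compounds tested as a concentration-titration series (qHTS). Loss of Rap1-bound BODIPY-GDP fluorescence read at 480/540 nm; data normalized to 6.5 mM cAMP.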
D3 ag: qHTS of D3 Dopamine Receptor Agonist: qHTS | D(3) dopamine receptor (Homo sapiens), P35462 | D3R DiscoveRx beta-arrestin cells, luminescence, 90 min | max activation, % | 410,000 compounds, 0.58% hits | AID 652048, 2013; in the data active = max activation above about 30%; also: 0% is about no effect; mostly tested at two doses, the higher about 12 µM
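Cells at 1500/well, incubated overnight, then treated with pinned compounds (dopamine as control) for 90 min at 37 degrees C. DiscoveRx reagent added for 30 - 60 minutes at room temperature; luminescence read.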
D3 antag: qHTS of D3 Dopamine Receptor Antagonist: qHTS; max response, negative = inhibition, %; D3R cells, DiscoveRx beta-arrestin luminescence, antagonist mode; hits give low values; 360,000 compounds, 2.5% hits; AID 652054, 2013; D(3) dopamine receptor (Homo sapiens), P35462; in the data active = max response below about -50%; inconclusive = no clear call, values can overlap the other calls; also: % is scaled to controls: 0 for no effect and ±100 for the full control effect; mostly tested at two doses, the higher about 12 µM
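Cells plated overnight at 1500 cells/well, then exposed to library compounds with dopamine controls for 90 minutes at 37 degrees C. DiscoveRx reagent added for 30–60 minutes at room temperature; luminescence read, quantitative HTS format.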
Abeta yeast res: qHTS for compounds that reverse cellular toxicity of Amyloid beta (A-beta) peptide in yeast: Primary Screen. Potency, µM (titrated, usually from 46.1 µM), without a hit: at the top dose growth rescue, most hits filed as activators. 410,000 compounds, 0.063% hits. yeast expressing A-beta42, growth rescue, OD600, 48 h; response scale: 0% DMSO, 100% iron-clioquinol control. AID 1347071, 2019; also: potency is read from the fitted curve at half-maximal effect; nearly all actives have a fitted effect of over 55% in size
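Growth rescue measured by 600 nm absorbance after 48 h yeast culture at 30 C with compound. Values normalized between DMSO and an equimolar ferric chloride plus clioquinol control.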
aSyn yeast inh: qHTS of alpha-syn Inhibitors | AID 652106, 2013 | 370,000 compounds, 0.14% hits | Potency, µM (doses to about 46.1 µM), for the others: top-dose growth rescue (activation), hits mostly activators | Yeast expressing alpha-synuclein, growth rescue, BacTiter-Glo, 24 h; also: potency is read from the fitted curve at half-maximal effect; % of control where 0% means no effect; nearly all actives have a fitted effect of over 65% in size
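Readout is rescue of growth in alpha-synuclein-expressing yeast, so inhibitors of toxicity appear as activators. Growth after 24 hr at 30 deg C in galactose medium is quantified by luminescence.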
TDP-43 yeast inh: qHTS of TDP-43 Inhibitors | AID 652104, 2013 | TDP-43 expressing yeast growth rescue, BacTiter-Glo, 24 h | Potency, µM (top dose mostly 46.1 µM), for inactives: at the top dose growth rescue (activation), actives largely listed as activators | 410,000 compounds, 1.8% hits; also: potency is read from the fitted curve at half-maximal effect; % of control where 0% means no effect; nearly all actives have a fitted effect of over 50% in size
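Yeast cells expressing TDP-43 under galactose induction are exposed to compounds for 24 hr at 30 deg C. BacTiter-Glo luminescence measures growth, so protective compounds score as activators.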
Starred values were filed as active, the others as inactive; ? = inconclusive; / = no result given; & = joins results of further samples; [ ] = remark or other dose. Unless noted, calls follow the shape of the dose curve; as a rule, active = well fitted curve in the direction sought with a large enough effect; inconclusive = small, poorly fitted or top-dose-only effect, or another doubt; inactive = no such curve, though single readings can be large; an effect the other way counts as inactive or inconclusive. Not all compounds are listed; count on the stated rates, not on these rows.

SMILES | FUS suppressor | EPAC2 antagonist | EPAC2 ag | D3 ag | D3 antag | Abeta yeast res | aSyn yeast inh | TDP-43 yeast inh
CCN(CC)c1ccc(S(=O)(=O)N2CCCCC2)cc1NC(=O)C1CSC2(C)CCC(=O)N12 (stereo unspecified) | ? | -5.7% | 11.5% | -3.3 | -3.1 | -2.7% | -10.1% | -1.5%
COc1ccc(S(=O)(=O)N(C)C[C@H]2OCc3cnnn3CCCC(=O)N([C@H](C)CO)C[C@@H]2C)cc1 | -24.6% | 13.1% | 8.9% | -7.3 | -5.9 | 0.0% | 0.2% | -4.2%
COc1cc(/C=C(\C#N)C(=O)Nc2cccnc2)ccc1OC(C)C | / | -0.1% | 5.1% | -7.4 | -14.5 | 2.3% | -7.6% | ?
Cc1nn(Cc2cccc(C(=O)Nc3ccn(Cc4c(F)c(F)cc(F)c4F)n3)c2)c(C)c1[N+](=O)[O-] | 59.7% | -0.1% | 1.6% | 19.0 | 31.4 | 3.3% | -2.2% | 0.0%
CCN(CCCNC(=O)CCn1c(=O)[nH]c2ccsc2c1=O)c1ccccc1 | 28.2% | 3.3% | 7.3% | 1.4 | 1.4 | -5.0% | 3.6% | 3.3%
O=C(NCc1ccc(F)cc1)c1cccc(S(=O)(=O)N2CCOCC2)c1 | -8.4% | -7.5% | 4.4% | 3.2 | 12.6 | -8.1% | 0.8% | 2.2%
CC1(C)Nc2ccccc2C(=O)N1c1ccccc1 | -6.7% | 0.2% | 10.3% | 10.6 | -2.0 | 0.5% | 1.0% | 5.6%
COc1ccc2c(c1)C(C)CC(C)(C)N2C(=O)Nc1ccccc1 (stereo unspecified) | -6.5% | 2.1% | 2.5% | 3.0 | -9.7 | 0.9% | 4.8% | -6.2%
CCOc1cc(-c2cc(-c3ccccc3)nc(N)c2C#N)ccc1O | 6.1% | -6.0% | 5.8% | 11.8 | 7.7 | 7.4% | 0.5% | -10.7%
Cc1ccccc1CSc1nc2ccsc2c(=O)n1CCC(C)C | -12.9% | / | / | 2.0 | / | 0.2% | / | 12.2%
CC(=O)c1cccc(NC(=O)C2(C)Cc3c(-c4cccc(C(N)=O)c4)ccnc3O2)c1 (stereo unspecified) | 5.2% | 1.3% | 16.8% | 6.1 | 10.2 | -12.0% | -8.0% | 24.1%
O=S(=O)(c1ccccc1)c1nc(-c2ccco2)oc1NCc1ccco1 | -6.0% | -2.3% | -1.0% | -3.3 | -6.9 | -0.7% | -0.3% | 17.0%
COc1ccccc1N1CCN(C(c2ccc(Cl)cc2)c2nnnn2C(C)(C)C)CC1 (stereo unspecified) | ? | -7.1% | 6.5% | -8.2 | -18.2 | -57.7%[inhibitor] | 11.5% | -7.3%
COc1ccc(-n2cnc3c(sc4nc(N5CCOCC5)c5c(c43)CCCC5)c2=O)cc1 | -3.7% | -1.2% | 4.7% | 4.1 | -20.6 | -0.5% | 1.8% | 12.8%
CSCCC(NC(=O)c1ccccc1Br)C(=O)NC(C)CCc1ccccc1 (stereo unspecified) | / | -0.2% | 8.8% | -3.2 | 0.0 | -6.0% | -4.3% | 4.6%
Cc1c(C)c2ccc(OCC(=O)Nc3ccccn3)c(C)c2oc1=O | 11.0% | 3.5% | -1.9% | 0.2 | 12.4 | -8.2% | -5.4% | ?
CCOC(=O)c1oc2ccccc2c1CSc1nnnn1-c1ccc(OC)cc1 | 10.5% | 1.9% | 5.4% | 0.2 | -19.2 | 12.2% | 3.6% | 0.0%
COC(=O)c1ccc(C)c(NS(=O)(=O)c2ccc(NC(C)=O)cc2)c1 | 23.5% | -3.2% | 10.2% | -8.3 | -54.6* | -6.9% | -3.5% | -26.8%
CCCCN(Cc1cc2cccc(C)c2[nH]c1=O)S(C)(=O)=O | 12.0% | 3.0% | 1.0% | -13.3 | -16.2 | -23.4% | -4.6% | -15.7%
CCCCN1C(=O)C(=O)N(CC(=O)c2ccc3c(c2)OCO3)C1=O | -5.7% | -5.6% | -6.0% | -0.9 | 0.0 | 12.8% | 3.7% | 10.6%
Brc1ccc2c(c1)-c1ccccc1C1=NCCN12 | -20.4% | 6.3% | -3.6% | -8.3 | -1.6 | -20.2% | -3.5% | 2.6%
C/C(=N\NS(=O)(=O)c1ccccc1)c1ccccc1 | 0.0% | -8.4% | -2.0% | 3.0 | 6.0 | -3.0% | -0.2% | 0.6%
O=C(Nc1ccc2c(c1)OCO2)c1cnn2c(C(F)(F)F)cc(-c3ccco3)nc12 | -26.5% | 3.5% | -2.0% | 1.7 | 9.8 | 5.7%[9.22 µM] | 6.2% | 1.9%
CN(C(=O)C(C)(C)C)[C@H]1C[C@H]2c3[nH]c4ccccc4c3CCN2C(=O)[C@H]1CO | 6.6% | 4.8% | 8.7% | -3.4 | 0.0 | -6.8% | -3.4% | 6.0%
Cc1oc(-c2cccs2)nc1CN1CCN(C(C)C)C(CCO)C1 (stereo unspecified) | 25.9% | 4.5% | -2.3% | -10.6 | -1.8 | 4.5% | -7.5% | -5.6%[0.397 µM]

The final 2 records of the part before come first, to join the parts.
SMILES | FUS suppressor | EPAC2 antagonist | EPAC2 ag | D3 ag | D3 antag | Abeta yeast res | aSyn yeast inh | TDP-43 yeast inh
CN(C(=O)C(C)(C)C)[C@H]1C[C@H]2c3[nH]c4ccccc4c3CCN2C(=O)[C@H]1CO | 6.6% | 4.8% | 8.7% | -3.4 | 0.0 | -6.8% | -3.4% | 6.0%
Cc1oc(-c2cccs2)nc1CN1CCN(C(C)C)C(CCO)C1 (stereo unspecified) | 25.9% | 4.5% | -2.3% | -10.6 | -1.8 | 4.5% | -7.5% | -5.6%[0.397 µM]
CCOC(=O)Cn1c(=O)n(Cc2ccc(OC)cc2)c(=O)c2cccnc21 | -10.2% | -3.1% | 8.2% | 4.6 | -6.0 | 6.2% | -9.7% | -1.7%
CN(CC(=O)Nc1ccc(F)cc1)C(=O)c1cccc(S(=O)(=O)N2CCN(c3ccccc3)CC2)c1 | ? | -4.4% | 10.1% | -8.5 | -4.4 | 3.2% | -0.3% | -7.2%
O=C(c1ccccc1)c1ccc(C(=O)N2CCN(c3ccc(F)cc3)CC2)o1 | 26.5% | -3.7% | 16.1% | 4.3 | 29.1 | -11.8% | 20.2% | 4.1%
CCCC1=[N+](CC(=O)c2ccc(Br)cc2)CCn2cccc21 | -7.6% | 6.9% | 3.6% | 8.0 | 3.5 | -10.9% | 1.2% | -19.0%
O=c1oc2ccccc2nc1/C=C(\O)c1ccccc1 | 8.2% | 30.3%[activator] | ? | -2.7 | -13.3 | 16.6% | -2.2% | -14.7%
Cc1ccc(NC(=O)CSc2nc3ccccc3c3nc(CCn4c(C)nc5ccccc54)nn23)cc1F | -17.0% | / | / | -3.0 | / | 6.3% | / | 15.0%
CCOc1ccc(NC(=O)CSc2nnc(C)n2C2CC2)cc1S(=O)(=O)N1CCCC1 | 8.5% | 3.5% | -3.1% | -2.6 | -20.7 | -10.6% | 0.0% | -9.8%
O=C(NC(=S)N(CCO)Cc1ccccc1)c1cc(Br)ccc1Cl | 12.2% | 12.0% | 15.2% | -3.7 | -20.7 | 10.9% | 6.0% | 0.4%
Cc1cc([N+](=O)[O-])c(=O)[nH]c1C | / | -3.6% | 6.2% | 1.4 | 6.7 | 2.6% | 2.8% | 19.6%
CC1=C(C(=O)OC2CCCC2)C(c2c(F)cccc2Cl)CC(=O)N1 (stereo unspecified) | -3.9% | / | / | -8.8 | / | 0.4% | / | 12.9%
CSc1ncccc1C(=O)OCC(=O)c1[nH]c(C)c(C(C)=O)c1C | -1.9% | 2.1% | 8.3% | 3.6 | -12.1 | -11.7% | -1.7% | -14.7%
CCc1ccc(-c2nc(CSCC(=O)NCCCN3CCCC3=O)c(C)o2)cc1 | 13.5% | 0.4% | -6.1% | 27.1 | 5.7 | 12.6% | -0.4% | -2.2%
Cc1c(NC(=O)c2sc3c([N+](=O)[O-])cccc3c2Cl)cccc1-c1nc2ccccc2o1 | -18.4% | / | / | -5.4 | / | -15.8% | / | 18.7%
O=C(CCNS(=O)(=O)c1cccs1)NCc1ccccc1 | 33.7% | 11.9% | 2.9% | 4.7 | -24.8 | -13.2% | -9.1% | -18.9%
Cc1ccccc1NS(=O)(=O)c1ccc(C(=O)N2CCN(c3ccccc3O)CC2)cc1 | / | -5.3% | 0.2% | 24.5 | 46.4 | 11.3% | -1.3% | 18.5%
CCc1nn2c(=O)c(S(=O)(=O)Nc3ccc(C(C)C)cc3)c(C)nc2s1 | 12.2%&36.1% | -16.5% | 0.3% | 5.0&7.2 | 30.5 | ? | -5.5% | 0.0%&13.0%
COc1cccc(NC(=O)C2CC(=O)N(Cc3ccco3)C2)c1 (stereo unspecified) | 12.5% | 7.3% | -0.7% | -16.2 | 11.1 | -8.8% | 2.9%[1.84 µM] | -15.4%
O=C(c1ccc2c(c1)N(Cc1cccc(F)c1)C(=O)c1ccccc1S2)N1CCCC1 | 41.8% | / | / | 5.5 | / | 0.1% | / | ?
Cc1cc(C)cc(NC(=O)Nc2ccc(-n3ccc(C(F)(F)F)n3)cc2)c1 | 5.5% | 1.2% | -6.0% | 13.7 | 6.0 | 6.7% | 3.4% | 8.4%
CCOCCCNC(=O)CN1C(=O)/C(=C\c2ccc(C)cc2)Sc2ccccc21 | / | 1.0% | -2.7% | -22.1 | -7.7 | -18.7% | 2.0% | 13.3%
COc1ccccc1N1CCN(C(=O)c2ccc(N3CCCC3=O)cc2)CC1 | 4.6% | 11.7% | -0.8% | -6.2 | -27.5 | 7.7% | 1.8% | 1.2%
CCC(C(=O)OCC(=O)c1c(N)n(CC(C)C)c(=O)n(C)c1=O)c1ccccc1 (stereo unspecified) | 18.0% | -7.6% | 1.6% | 3.7 | 10.7 | 0.1% | 2.6% | 12.6%
COCCn1c(SCc2ccc(C)cc2)nc2c1c(=O)[nH]c(=O)n2C | -10.8% | -2.9% | 8.9% | -1.7 | -9.4 | 4.9% | -2.2% | 4.3%
